Compound activity as filed in PubChem.
Bcl-XL Bim block – inhibitors of Bim-Bcl-XL interaction, human; AID 1007; Bim peptide-Bcl-XL binding, bead flow cytometry, fluorescence; Q07817; 190,000 compounds, 0.04% hits; inhibition, % at 10 µM
Target sequence (Q07817 whole entry, looked up): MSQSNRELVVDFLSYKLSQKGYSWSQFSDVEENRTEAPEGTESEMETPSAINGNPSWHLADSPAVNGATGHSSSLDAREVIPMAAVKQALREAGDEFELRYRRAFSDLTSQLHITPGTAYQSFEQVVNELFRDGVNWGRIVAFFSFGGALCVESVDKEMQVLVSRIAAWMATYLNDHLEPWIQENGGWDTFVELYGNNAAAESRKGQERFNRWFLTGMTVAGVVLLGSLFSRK
Bim-Bcl-B – inhibitors of Bim-Bcl-B interaction, human | bead-based flow cytometry, Bim peptide-Bcl-B binding | inhibition, % at 10 µM | 190,000 compounds, 0.073% hits | AID 951;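 also: 0% = tracer peptide without compound and 100% = reference inhibitor peptide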
Bim-Bcl-W – human Bim-Bcl-W interaction inhibition. Q92843. bead-based flow cytometry, Bim peptide-Bcl-W binding. inhibition, % at 10 µM. 190,000 compounds, 0.02% hits. AID 952;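 also: 0% = bound tracer without compound and 100% = peptide blocker; higher means less fluorescent Bim peptide bound to Bcl-W beads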
Target sequence (Q92843 whole entry, looked up): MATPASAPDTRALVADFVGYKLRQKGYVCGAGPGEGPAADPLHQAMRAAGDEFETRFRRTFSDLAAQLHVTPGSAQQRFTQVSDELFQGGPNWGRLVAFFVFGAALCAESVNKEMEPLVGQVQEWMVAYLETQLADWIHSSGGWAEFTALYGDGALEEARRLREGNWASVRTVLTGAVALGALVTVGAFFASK
HRas wt GTP – human HRas wildtype GTP binding, change in either direction; GST-Ras wt beads, Bodipy-FL-GTP binding, flow cytometry; actives lie on both sides; GTP binding activity, % at 10 µM; 190,000 compounds, 0.14% hits; AID 759;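 active = GTP binding activity at least 20% away from the 100% baseline, either lowered as inhibitor or raised as activator; inconclusive = flagged as likely green fluorescent, judged across all proteins in the well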;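 also: 0% = unlabeled GTP competition control and 100% = no-compound control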
Target sequence (P01112 whole entry, looked up): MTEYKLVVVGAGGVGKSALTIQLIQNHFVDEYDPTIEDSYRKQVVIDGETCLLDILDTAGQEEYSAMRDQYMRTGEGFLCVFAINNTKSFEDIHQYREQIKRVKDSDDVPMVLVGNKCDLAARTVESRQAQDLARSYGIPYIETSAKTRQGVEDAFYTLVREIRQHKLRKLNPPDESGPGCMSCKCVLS
Rab7 wt modul – alters GTP binding to wildtype dog Rab7 | GST-Rab7 beads, fluorescent GTP binding, flow cytometry; actives lie on both sides; untreated = 100%, excess cold GTP = 0% | GTP binding activity (percent of control), % at 10 µM | 190,000 compounds, 0.055% hits;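 active = fluorescent GTP binding to Rab7 beads changed by at least 20 points from the 100% baseline, either direction, mostly lower; inconclusive = compound itself probably fluorescent, or too few beads counted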;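 also: median green fluorescence of bound Bodipy-FL-GTP per Rab7 bead population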
Cdc42 wt GTP – modulators (inhibitors or activators) of GTP binding to human Cdc42 wildtype; P60953; GST-Cdc42 beads, Bodipy-GTP binding, flow cytometry; actives lie on both sides; percent activity (GTP binding), % at 10 µM; 190,000 compounds, 0.2% hits; AID 761;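 active = percent activity GTP binding at least 20 points away from the 100% baseline, either down as inhibitor or up as activator; inconclusive = compound flagged as likely green fluorescent from well-wide comparison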;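 also: median bead fluorescence of bound Bodipy-FL-GTP at 100 nM; 0% = excess unlabeled GTP control and 100% = no compound control; below 100% means less GTP binding so inhibitor and above means activator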
Target sequence (P60953 whole entry, looked up): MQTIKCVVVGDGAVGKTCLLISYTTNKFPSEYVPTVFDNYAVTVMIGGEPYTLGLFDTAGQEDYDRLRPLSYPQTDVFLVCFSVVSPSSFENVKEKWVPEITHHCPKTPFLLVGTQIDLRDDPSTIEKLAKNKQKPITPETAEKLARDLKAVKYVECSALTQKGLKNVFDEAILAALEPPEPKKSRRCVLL
Rac1 wt GTP bind – alters GTP binding to wildtype human Rac1; GTP binding activity (% of control), % at 10 µM; P63000; GST-Rac1 beads, fluorescent GTP binding, flow cytometry; actives lie on both sides; 0 = cold GTP competed, 100 = untreated; 190,000 compounds, 0.27% hits; AID 757;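 active = GTP binding activity at least 20 points away from the 100% control level, either lower or higher; inconclusive = compound flagged as likely green fluorescent, judged across all proteins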
Bim-Bcl-2 – human Bim-Bcl-2 interaction inhibition; P10415; Bead-based flow cytometry, Bim peptide-Bcl-2 binding; inhibition, % at 10 µM; 190,000 compounds, 0.06% hits; AID 950; in the data active = inhibition above about 40%; inconclusive = no clear call, values can overlap the other calls;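 also: 0% = no compound wells with probe peptide and 100% = reference peptide inhibitor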
Target sequence (P10415 whole entry, looked up): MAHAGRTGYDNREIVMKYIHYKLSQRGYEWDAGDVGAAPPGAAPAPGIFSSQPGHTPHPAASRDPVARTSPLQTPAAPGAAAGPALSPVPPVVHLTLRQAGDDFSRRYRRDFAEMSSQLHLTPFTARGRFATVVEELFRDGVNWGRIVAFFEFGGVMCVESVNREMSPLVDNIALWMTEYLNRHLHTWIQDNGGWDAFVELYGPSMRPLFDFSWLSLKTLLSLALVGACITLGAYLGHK
Rab2 wt GTP – changes GTP binding to wildtype dog Rab2A, up or down; AID 760; P61105; 190,000 compounds, 0.19% hits; GTP binding activity, % at 10 µM; GST-Rab2 wt beads, Bodipy-GTP binding, flow cytometry;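 active = GTP binding activity at least 20 points away from 100%, either lowered or raised; inconclusive = signal likely due to the compound's own green fluorescence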;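 also: 0% = beads with excess unlabeled GTP and 100% = no-compound control corrected for plate trend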
Rac1 act GTP bind – alters GTP binding to activated mutant human Rac1; P63000; GST-Rac1 activated beads, fluorescent GTP binding, flow cytometry; actives lie on both sides; 100% means binding = to untreated wells; 190,000 compounds, 0.11% hits; percent activity (GTP binding), % at 10 µM;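 active = GTP binding at least 20 percentage points away from the 100% baseline, in either direction, so actives lie on both sides; inconclusive = Compound likely fluorescent itself, or too few beads counted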
Bim-Bfl-1 – inhibitors of Bim-Bfl-1 interaction, human; Q16548; Bead-based flow cytometry, Bim-Bfl-1 binding inhibition; inhibition, % at 10 µM; 190,000 compounds, 0.12% hits; AID 1008;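 also: 0% = wells without compound plus tracer and 100% = blocker peptide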
Starred values were filed as active, the others as inactive; ? = inconclusive. Rule as the data show it, unless noted: active = inhibition above about 40%. Not a hit list. Share with any hit: about 0.62%.

Every second line gives: Bcl-XL Bim block	Bim-Bcl-B	Bim-Bcl-W	HRas wt GTP	Rab7 wt modul	Cdc42 wt GTP	Rac1 wt GTP bind	Bim-Bcl-2	Rab2 wt GTP	Rac1 act GTP bind	Bim-Bfl-1
1) COc1ccc(/C(C)=N/N=C(\C)c2ccc(OC)cc2OC)c(OC)c1
→ -5	-7	-6	103	104	101	104	-3	105	101	-3
2) COc1ccc(CNC(=O)Cn2c(=O)oc3ccccc32)cc1OC
→ -4	-4	-1	95	94	97	99	-5	95	96	-11
3) CC(OC(=O)c1cccnc1Cl)C(=O)Nc1ccc2c(c1)OCCO2 (stereo not given)
→ -1	0	-1	101	107	95	99	1	100	96	-6
4) CCOC(=O)c1c2ccc(OCC(=O)N/N=C/c3ccccc3C(F)(F)F)cc2n2ccccc12
→ 0	-8	5	97	101	99	99	-11	98	97	-10
5) CCOC(=O)C(C)Sc1nc(-c2ccccc2)nc2ccccc12 (stereo not given)
→ -3	-2	-4	99	104	95	96	-2	99	94	-10
6) O=C1c2ccccc2C(O)(Cc2ccccc2)N1Cc1ccco1 (stereo not given)
→ -9	-8	-1	102	97	100	104	-11	102	102	-25
7) CS(=O)(=O)N(Cc1ccc(C(=O)NC2CCCC2)cc1)c1ccccc1
→ -1	0	0	91	89	95	93	0	93	96	2
8) Cc1ccc(C)c(N(C(=O)CS(=O)CC(=O)Nc2ccc3c(c2)OCO3)C(C)C(=O)NC2CCCC2)c1 (stereo not given)
→ -2	0	-2	102	101	97	104	0	96	100	-1
9) COc1ccc(OC)c(-c2cc(C(=O)Nc3c(C)nn(Cc4ccccc4C)c3C)no2)c1
→ -3	-9	1	100	96	101	104	-10	98	100	-10
10) CCC(=O)NCC(c1ccco1)N1CCN(c2ccc(OC)cc2)CC1 (stereo not given)
→ -3	-3	0	97	102	96	101	-2	98	96	-7
11) O=P(O)(O)CCP(=O)(c1ccccc1)c1ccccc1
→ -7	-2	-7	104	104	107	105	4	103	103	2
12) COc1ccc(N2C(=O)CNC2=S)cc1
→ -6	-6	-4	103	100	103	107	-5	102	102	-12
13) Cc1cc(NS(=O)(=O)c2ccc(NC(=S)NC(=O)c3ccc(F)cc3)cc2)no1
→ -5	-4	-3	97	98	94	97	-2	95	95	-4
14) CCOC(=O)c1ccc2c(c1)nc(SCc1cn3ccsc3n1)n2CC
→ 0	-9	4	105	103	103	107	-8	103	103	-12
15) COc1ccc(CNC(=O)c2c(C)oc3c2C(=O)c2ccccc2C3=O)cc1
→ 1	0	0	91	93	92	91	0	92	93	1
16) COc1ccc(NC(=O)/C=C/c2c(Cl)nc3ccccn23)cc1
→ 0	12	2	91	92	92	90	4	91	95	3
17) Cc1cc(NC(=O)c2ccc3c(c2)C(=O)N(C2CCCCC2)C3=O)no1
→ -1	-8	0	103	102	103	101	-2	103	99	-2
18) COCCCNCCCCOc1cccc(Br)c1
→ -2	-6	-2	103	101	105	108	-1	101	103	-1
19) COc1ccc(C(=O)O/N=C(\N)Cc2ccc(Cl)cc2)cc1OC
→ -4	-4	0	100	97	100	99	0	97	97	-4
20) Cc1ccccc1NC(=O)C1CCCN(S(=O)(=O)c2cnc[nH]2)C1 (stereo not given)
→ -2	-6	1	102	103	102	105	-7	103	100	-13
21) C/C(=N\Nc1ccccn1)c1ccc(OC(F)F)cc1
→ -2	-5	0	96	95	94	97	-6	95	95	-8
22) O=C(COc1ccccc1)Nc1nnc(-c2ccc3c(c2)CCCC3)o1
→ -6	-6	2	97	96	100	104	-4	96	96	-11
23) CCOC(=O)N1CCC(Nc2c(-c3ccccc3)c(=O)c2=O)CC1
→ -2	-1	0	103	99	107	104	2	101	101	-6
24) O=C(NCCc1ccccc1)C(=O)Nc1ccc([N+](=O)[O-])cc1
→ 5	3	4	102	107	99	101	4	100	96	1
25) Cc1cccc(N2C(=O)CC(Sc3nc(C)cc(C)n3)C2=O)c1 (stereo not given)
→ -4	-5	0	98	95	97	98	-7	95	97	-16
26) C/C(N)=C(/C#N)C(=O)CSc1cc(Cl)ccc1Cl
→ -1	-4	-3	100	98	95	100	-1	98	96	0
27) O=C(NNS(=O)(=O)c1ccc(F)cc1)c1cnccn1
→ 0	-3	0	96	103	93	93	0	98	94	-5
28) COCCN1C(=O)N[C@@H](c2ccccc2)C(C(=O)OC)=C1C
→ 0	0	0	102	102	102	108	1	103	98	0
29) CCNc1c(C(=O)O)ccc2c1C(=O)c1ccccc1C2=O
→ -8	-8	-6	94	94	95	95	-5	93	93	-9
30) COCCNC(=O)CSCc1nc(-c2ccc(SC)cc2)oc1C
→ -1	0	0	99	98	97	95	3	96	95	2
31) N#CCC(=O)N/N=C/c1cc([N+](=O)[O-])ccc1N1CCCC1
→ -1	-2	-1	95	93	95	99	0	98	94	-4
32) O=C(O)Cn1c(P(=O)(O)c2ccccc2)nc2ccccc21
→ -1	-6	0	98	97	98	95	-10	97	94	-3
33) Clc1ccc2[nH]c3c(NCCCN4CCOCC4)ncnc3c2c1
→ 0	-4	1	99	97	101	102	-3	100	95	0
34) CCOC(=O)CNc1ncc(C(F)(F)F)cc1Cl
→ -1	-1	0	97	98	100	99	-3	99	95	-5
35) Cc1ccc(C(=O)COC(=O)c2ccc3c(c2)C(=O)N(c2cccc4ncccc24)C3=O)cc1C
→ 8	7	5	?	?	?	?	9	?	?	5
36) CCCOc1ccc(CSC2=NCCN2)cc1[N+](=O)[O-]
→ 0	0	0	104	99	103	102	0	100	100	-2
37) COc1ccc(CNC(=O)C/C(C)=N/NC(=O)c2ccc([N+](=O)[O-])cc2Cl)cc1
→ 0	1	0	98	94	100	99	2	100	95	-2
38) O=S(=O)(Cc1ccccc1)Nn1cnnc1
→ 1	6	3	99	98	99	100	14	100	100	9
39) CC(/C=C/c1ccccc1)=N\NC(=O)CCc1ccccc1
→ 3	0	4	97	100	97	102	-4	100	96	-3
40) S=c1[nH]nc(-c2ccco2)n1C1CCCCC1
→ -9	-14	-8	96	96	97	99	-5	97	95	-3
41) CC(=O)c1sc(-c2ccccn2)nc1C
→ -5	-14	-4	97	100	98	100	-7	95	95	-1
42) Cc1ccc(S(=O)(=O)N(C)C)cc1NC(=O)c1ccncc1
→ -3	-3	-1	97	104	95	97	-3	101	95	-3
43) O=C(O)c1cccc(CSc2nc(-c3ccccc3)cc(C(F)(F)F)n2)c1
→ -8	-9	-7	99	101	97	102	-3	98	97	-3
44) O=S(=O)(/N=C/N1CCOCC1)c1ccc(Cl)cc1
→ -2	-2	-5	?	?	?	?	0	?	?	-6
45) COc1ccc(C(=O)N/C(=C\c2cccc3ccccc23)C(=O)N2CCN(C)CC2)cc1OC
→ -6	-5	-4	99	106	98	102	-4	99	98	-8
46) CCc1ccc(NC(=O)c2cccnc2)cc1
→ 4	-1	6	103	103	104	108	1	100	100	-11
47) OC1CN=C2Sc3ccccc3N2C1 (stereo not given)
→ 0	1	-2	101	98	102	100	-2	101	100	-3
48) COC(=O)c1cccc(NC(=O)c2nn(C)c(=O)c3ccccc23)c1
→ 2	21	28	77*	92	73*	72*	7	79*	81	-8
49) Cc1ccccc1-c1n[nH]c(=S)n1Cc1ccccc1
→ -4	-20	0	95	101	94	96	-5	93	90	2
50) Nc1cc(Cl)ccc1Oc1ccccc1
→ -5	-3	-2	99	101	97	98	-3	102	97	-2
51) CCc1nc2c(c(=O)c3ccccc3n2C)c(=O)n1-c1ccc(F)cc1
→ 0	1	-1	96	95	102	100	1	95	98	-2
52) COc1ccc(Br)cc1CN1CCN(C(=O)c2ccc(OC)c(OC)c2)CC1
→ -7	-6	-4	98	107	94	100	-11	99	94	-15
53) Cc1sc2ncnc(N3CCCC(C)C3)c2c1C (stereo not given)
→ 0	0	0	92	90	94	88	1	94	92	5
54) c1ccc(CSc2ncccn2)cc1
→ -5	-7	2	104	106	101	109	-2	102	98	-5
55) COc1ccc(Cl)cc1NC(=O)Cn1cccc1
→ -1	-4	2	101	103	104	104	-8	101	101	-14
56) Cc1ccc(-c2cc(C(F)F)nc(NCc3cccnc3)n2)cc1
→ -1	0	-2	109	107	107	106	-4	110	101	0
57) COc1ccccc1NC(=O)CN1C(=O)CCS(=O)(=O)c2ccccc21
→ -3	-5	-4	102	99	104	104	-4	102	100	-1
58) COc1cccc(N2CCN(C(=S)NCc3ccco3)CC2)c1
→ 2	0	1	101	94	98	96	0	98	97	4
59) CCN(CC)S(=O)(=O)c1cc(NC(=O)COC(=O)c2sc3ccccc3c2Cl)ccc1C
→ -3	-3	0	103	98	105	108	0	100	101	-1
60) Cc1ccc(CNC(=O)CN(C)S(=O)(=O)c2cccs2)cc1
→ 2	0	0	101	106	100	102	-1	103	96	-3

(list continues)
Every second line gives: Bcl-XL Bim block	Bim-Bcl-B	Bim-Bcl-W	HRas wt GTP	Rab7 wt modul	Cdc42 wt GTP	Rac1 wt GTP bind	Bim-Bcl-2	Rab2 wt GTP	Rac1 act GTP bind	Bim-Bfl-1
61) Cc1cccc(NC(=S)NC(=O)/C=C/c2ccco2)c1
→ -1	1	-1	90	94	95	89	-4	95	93	3
62) O=C(Nc1ccc2c(c1)OCO2)c1cc(C2CC2)on1
→ -3	-8	2	100	100	104	105	-8	101	100	-10
63) COc1cc(NC(=O)c2ccc3c(SCC(=O)O)c4c(nc3c2)CCCC4)cc(OC)c1OC
→ -4	0	0	89	91	88	93	1	91	90	0
64) O=C(C1CCCO1)N1CCC(O)(c2ccccc2)CC1 (stereo not given)
→ 0	-2	-1	108	100	109	106	0	109	102	2
65) N#Cc1ccc(-n2c(-c3ccccc3)nnc2-c2ccccc2)cc1C#N
→ -14	-12	-4	100	101	102	104	-12	101	98	-27
66) Cc1ccc(C(=O)OCc2c(C)noc2C)cc1NC(=O)c1ccco1
→ -4	-2	0	99	108	99	100	-1	100	95	-5
67) Cc1cccc(OCC(=O)Nc2ccc(S(=O)(=O)Nc3cc(C)nc(C)n3)cc2)c1
→ 0	-1	0	94	95	94	95	-3	95	94	-6
68) COc1ccc(C2N3CC4(C)CN2CC(C)(C3)C4=O)cc1OC (stereo not given)
→ -1	-1	-3	100	101	102	101	-1	98	98	-4
69) CC1=CC(c2ccccc2)n2nc(N3C(=O)C4CC=CCC4C3=O)nc2N1 (stereo not given)
→ 0	-4	-2	95	92	93	93	-1	95	94	-6
70) O=C(CSc1nc(-c2ccco2)cc(C(F)(F)F)n1)NCCCn1ccnc1
→ -5	-11	0	102	102	102	106	-8	100	100	-11
71) CC1(C)NC(=O)N(CC(O)CN2CCCCC2)C1=O (stereo not given)
→ -3	-1	7	102	104	105	106	-3	102	99	-9
72) CN(C)C(=O)c1cc(-c2ccccc2)no1
→ 2	-2	1	98	105	101	98	-2	99	93	-4
73) CC(C)Oc1ccc(NC(N)=O)cc1
→ 0	0	0	102	99	103	103	16	99	98	0
74) CC(=O)c1ccc(S(=O)(=O)Nc2ccc(C(=O)NCC(c3ccccc3)N(C)C)cc2)cc1 (stereo not given)
→ -4	-1	-1	98	104	97	100	0	96	98	0
